From PubChem
CAL PDZ FP-1: blocks peptide binding to human CAL PDZ domain | Q9HD26 | inhibition, % at 20 µM | hit rate 0.02% among 330,000 | purified CAL PDZ, TMR-peptide fluorescence polarization, 1 h | AID 504414;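 active = highest replicate inhibition of at least 40%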;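 note: plate controls were DMSO neutral control wells for no effect and unlabeled competitor peptide control wells for full effect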
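System: tagged CAL PDZ domain. Schedule: 1 h room-temperature incubation prior to read. Signal: fluorescence polarization (mP). Measure: percent inhibition from loss of millipolarization.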
SR-BI DiI inh: blocks mouse SR-BI lipid uptake from DiI-HDL. Q61009. ldlA[mSR-BI] CHO cells, DiI-HDL uptake fluorescence, 3 h. inhibition, % at 12.5 µM. hit rate 0.96% among 320,000;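 active = mean replicate inhibition of at least 70% and a set share of replicates each scoring 70 or more; inconclusive = meets just one of the two criteria; inactive = fails both criteria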;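 note: 0% = median of neutral control wells and 100% = median of positive control wells; values of inactives mirror those of a sister screen read the other way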
MITF act: increases MITF-driven TRPM1 promoter luciferase signal; hit rate 0.75% among 300,000; activation, % at 12.5 µM; SK-MEL-5 TRPM1-promoter luciferase, 24 h; % of positive control, neutral wells = 0;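 active = mean activation of at least 80% with every replicate also reaching 80%; inconclusive = mean reaches 80% but some replicate falls short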;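 note: 0% = neutral control wells and 100% = parthenolide positive control wells; values of inactives mirror those of a sister screen read the other way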
PfHsp90 set2: inhibits growth of yeast expressing Plasmodium falciparum Hsp90; S. cerevisiae expressing PfHsp90, BacTiter-Glo ATP, 48 h; yeast lacking PDR1 and PDR3 efflux regulators; AID 504621; hit rate 0.32% among 310,000; inhibition, % at 9.4 µM;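 active = every replicate shows inhibition above about 80%, whatever the replicate mean, limit read from the data; inconclusive = mean inhibition reaches the set limit but some replicate falls short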;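 note: 0% = DMSO neutral controls and 100% = 20 µM radicicol positive controls; yeast relying on Plasmodium falciparum Hsp90 in place of its own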
dFosB activator: mouse delta FosB homodimer activation; purified delta FosB, TAMRA-CDK5 oligo fluorescence polarization; percent of positive-control signal above neutral wells; activation, % at 25 µM; hit rate 0.99% among 340,000; AID 493131;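 active = mean activation above about 17%, with every replicate also reaching it, limit read from the data, passing the limit was not always enough; inconclusive = only one of the two conditions met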;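 note: fluorescence polarization rise as delta FosB binds a TAMRA Cdk5 AP-1 oligo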
Target sequence (P13346 whole entry, looked up): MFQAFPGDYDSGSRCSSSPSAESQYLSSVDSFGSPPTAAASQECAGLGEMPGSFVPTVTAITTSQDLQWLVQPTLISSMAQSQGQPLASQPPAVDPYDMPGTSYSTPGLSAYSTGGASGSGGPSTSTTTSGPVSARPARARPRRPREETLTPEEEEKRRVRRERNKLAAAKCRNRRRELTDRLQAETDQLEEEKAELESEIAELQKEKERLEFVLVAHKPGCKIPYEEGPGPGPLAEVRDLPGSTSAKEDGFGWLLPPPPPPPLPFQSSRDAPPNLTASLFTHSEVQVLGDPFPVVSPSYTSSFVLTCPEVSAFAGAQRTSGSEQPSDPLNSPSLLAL
PvdQ inh: P. aeruginosa PvdQ acylase inhibition | hit rate 0.063% among 340,000 | purified PvdQ acylase, fluorescence plate reader | inhibition, % at 10 µM; in the data active = inhibition above about 30%, passing the limit was not always enough; inconclusive = no clear call, values can overlap the other calls;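 note: 0% = vehicle neutral wells and 100% = reference inhibitor wells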
CAL PDZ FP-2: blocks peptide binding to the human CAL PDZ domain; Q9HD26; purified CAL PDZ, TMR-peptide fluorescence polarization, 1 h; inhibition, % at 24.9 µM; hit rate 0.92% among 300,000; AID 602252;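 active = mean inhibition of at least 30% with at least half of replicates also reaching 30%; inconclusive = no clear call, values can overlap the other calls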;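 note: 0% = DMSO neutral control and 100% = excess unlabeled competitor peptide PRC23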
SR-BI uptake up: activators of SR-BI mediated HDL lipid uptake; hit rate 0.096% among 320,000; activation, % at 12.5 µM; CHO ldlA[mSR-BI] cells, DiI-HDL uptake fluorescence, 3 h; 100 = double the neutral-control signal;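 active = mean replicate activation of at least 60% and every replicate at or above 60%; inconclusive = mean or all-replicate condition met, but not both; inactive = mean below 60% and not all replicates reaching 60%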;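 note: 0% = median plate neutral-control signal and 100% = twice that signal; values of inactives mirror those of a sister screen read the other way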
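system = CHO ldlA[mSR-BI] cells, LDL receptor-null, SR-BI overexpressing | medium = Ham's F12 with 0.5% BSA, HEPES 25 mM, pH 7.4 | probe or stimulus = DiI-HDL 10 µg/mL | compound dosing = single-point compound dose | incubation = compound exposure 3 h, 37 °C | technique = DiI fluorescence, bottom read | read-out = cell-associated DiI fluorescence as measure of HDL uptake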
Rtt109 Vps75: inhibitors of Candida albicans Rtt109/Vps75 histone acetyltransferase; Q5AAJ8; purified Rtt109/Vps75, ThioGlo CoA-SH fluorescence, 4 h; inhibition, % at 34.9 µM; hit rate 0.16% among 330,000;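 active = inhibition of at least 50% in every replicate; inconclusive = best replicate reaches 50% inhibition but some replicates fall short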
Target sequence (Q5AAJ8 whole entry, looked up): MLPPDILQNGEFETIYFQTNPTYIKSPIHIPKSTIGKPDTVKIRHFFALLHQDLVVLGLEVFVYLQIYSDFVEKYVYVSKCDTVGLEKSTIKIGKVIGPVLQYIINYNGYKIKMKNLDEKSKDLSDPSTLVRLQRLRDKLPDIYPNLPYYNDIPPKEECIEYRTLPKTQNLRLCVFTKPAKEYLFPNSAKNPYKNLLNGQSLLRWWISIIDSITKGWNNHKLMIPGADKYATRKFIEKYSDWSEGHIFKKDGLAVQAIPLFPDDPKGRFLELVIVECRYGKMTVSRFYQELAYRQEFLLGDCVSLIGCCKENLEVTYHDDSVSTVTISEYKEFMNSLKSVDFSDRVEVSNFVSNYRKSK
NSD2 HMT inh: inhibitors of human histone methyltransferase NSD2. O96028. NSD2 peptide methylation, AlphaScreen, 120 min. inhibition, % at 12.5 µM. hit rate 0.54% among 310,000. AID 743445; in the data active = inhibition above about 50%
* = called active by the depositor; ? = inconclusive; · = no result given.

SMILES	CAL PDZ FP-1	SR-BI DiI inh	MITF act	PfHsp90 set2	dFosB activator	PvdQ inh	CAL PDZ FP-2	SR-BI uptake up	Rtt109 Vps75	NSD2 HMT inh
COc1ccccc1C1CC(c2ccccc2)Nc2ncnn21 (configuration not stated)	-0.8	-8	-4	·	-1	6	-1	8	-2	3
CCOc1ccccc1NC(=O)CN1CCC(C(=O)c2ccc(OC)cc2)CC1	0.5	40	2	-13	-3	-16	-2	-40	2	-4
CCOc1cc(CNCCc2ccc(S(N)(=O)=O)cc2)ccc1OCc1ccccc1	-0.4	23	17	1	-1	-14	0	-23	4	3
Cc1nc2cc(NC(=O)Nc3ccc(N4CCOCC4)cc3)ccc2n1C	-2.0	13	4	8	-3	-6	-3	-13	3	·
Cc1ccccc1C#N	1.3	-1	8	-8	4	16	-3	1	-10	·
O=C(OC1CCCCC1=O)c1cccc(S(=O)(=O)N2CCOCC2)c1 (configuration not stated)	-1.9	-28	-4	-6	-2	-4	-4	28	-5	-1
COc1ccc(NS(=O)(=O)c2cccc(C(=O)O)c2)cc1	-1.3	-23	-4	9	-4	2	-1	23	26	-2
CN(c1ccccc1C(=O)N1CCc2ccccc2C1)S(C)(=O)=O	0.1	-32	-11	3	-5	8	2	32	3	1
CCOC(=O)C1CCN(CC(=O)Nc2ccc(S(=O)(=O)N3CCC(C)CC3)cc2)CC1	-0.8	8	-3	-2	-10	4	-1	-8	-23	-1
CCOC(=O)c1c(C)n(C)c2ccc(OC(C)=O)cc12	-2.8	-10	7	26	5	-11	-6	10	2	0
CCN(CC)C(=O)/C(=C\c1ccncc1)NC(=O)c1ccccc1	-1.1	-40	-7	9	4	4	2	40	-11	-1
O=[N+]([O-])c1ccc(Cl)c(S(=O)(=O)/N=C(/Nc2cccnc2)c2ccccc2)c1	1.0	-30	2	-4	4	-3	-4	30	-4	0
Cn1cnnc1SCNC(=O)C(F)(F)F	-0.8	·	0	-26	0	-3	-1	·	·	-1
Cc1ccc(S(=O)(=O)N2CCN(c3ccc([N+](=O)[O-])cn3)CC2)cc1	-0.5	-20	·	-7	0	-18	-12	20	-9	0
CC(C)(C)OC(=O)C[C@@H]1C/C=C\C[C@H](CC(=O)N[C@H](CO)Cc2ccccc2)C(=O)N[C@H](C(C)(C)C)COC1=O	0.4	-7	7	-4	-17	-7	-2	7	5	·
COc1ccc2c(c1)c(C(=O)CNc1nc(C)cs1)c(C)n2C	0.6	18	-4	26	9	-13	-2	-18	16	7
CNC(=O)N(C1=NCC(C)S1)c1ccc(F)cc1F (configuration not stated)	-3.4	-25	4	·	-4	-14	-3	25	-1	0
CCOC(=O)c1nnn(-c2nonc2-n2cccc2)c1C	-0.9	8	-1	-3	2	-12	-1	-8	-18	1
Cc1nc2ccc(C(=O)N3CCN(Cc4ccccc4)CC3)cc2[nH]1	-3.3	-15	-3	5	6	-15	-4	15	4	1
Cc1nc(SCc2nc3ccc(Cl)cc3[nH]2)c2oc3ccccc3c2n1	-1.6	-12	-5	4	9	-20	-2	12	-8	·
O=C(N/N=C/c1ccoc1)c1ccc(Br)cc1	-1.3	-3	5	5	-3	8	·	3	-4	0
CCCC(=O)Nc1ccc(C(=O)NCCCn2ccnc2)cc1	-0.9	15	5	1	-3	16	-5	-15	6	·
Cc1c(NC(=O)COC(=O)/C=C/c2ccc(Cl)cc2)c(=O)n(-c2ccccc2)n1C	-7.1	6	0	6	-4	-8	2	-6	4	-4
Cc1ccc(C(=S)NCS(=O)(=O)c2ccc(C)cc2)cc1	-2.0	-13	-10	·	-11	-9	-6	13	13	9
O=c1cc(-c2ccc(O)cc2)oc2c(-c3c(O)cc(O)c4c(=O)cc(-c5ccc(O)cc5)oc34)c(O)cc(O)c12	0.6	23	-2	2	-7	-12	-3	-23	0	·

Other records:
SMILES	CAL PDZ FP-1	SR-BI DiI inh	MITF act	PfHsp90 set2	dFosB activator	PvdQ inh	CAL PDZ FP-2	SR-BI uptake up	Rtt109 Vps75	NSD2 HMT inh
Cc1cc2c(N)cccc2nn1	·	-6	·	·	-60	1	-2	6	13	99*
CCN1CCN(C(=O)/C=C/c2ccc(C)o2)CC1	-0.7	-29	-22	9	1	-4	-2	29	1	0
Cc1oc(-c2ccccc2Cl)nc1CN1CCCN(C(=O)c2ccco2)CC1	-2.1	-9	-2	18	-3	-14	0	9	2	0
Oc1c(Br)cc(/C=N/NC(=S)NCc2ccco2)cc1Br	0.3	-3	·	-35	-11	-7	0	3	8	7
Cc1ccc(S(=O)(=O)N2CCOCC2)cc1C(=O)Nc1ccc(N2CCCCCC2)cc1	-2.7	33	7	·	-7	2	-1	-33	8	2
Cc1ccc(NC(=O)c2cnc(SCC(=O)NCC3CCCO3)n(C)c2=O)cc1C (configuration not stated)	-1.4	20	-29	23	-18	18	5	-20	-31	5
O=C(c1ccccc1)c1ccc(-n2cnnc2)c([N+](=O)[O-])c1	-2.3	·	-14	-10	-2	-9	-1	·	1	2
CCc1nc2cc3sc(CC)nc3cc2s1	1.1	-4	64	·	-19	12	-2	4	-2	-3
CCCc1[nH]n(-c2ccc([N+](=O)[O-])cc2)c(=O)c1C=NCCc1c[nH]c2ccccc12	-1.3	79*	2	·	13	-9	-1	-79	0	32
CC(=O)Nc1ccc(S(=O)(=O)N(C)CC(=O)N/N=C/c2ccncc2)cc1	-0.8	-4	3	2	-1	-3	-3	4	1	-4
CCOC(=O)/C=c1\s/c(=C(\C#N)C(=O)OCC)n(-c2ccccc2)c1=O	-1.7	11	-13	1	1	-11	-3	-11	?	1
Cc1ccc(S(=O)(=O)N2CCN(C(=O)C3CCCO3)CC2)cc1C (configuration not stated)	-2.5	-22	2	18	-2	-22	-3	22	4	-3
Cc1cc(S(=O)(=O)N2CCCOC2CNC(=O)C(=O)NCc2ccco2)ccc1F (configuration not stated)	-1.4	-19	6	-3	-8	2	-3	19	·	-1
O=C(NC1(C(F)(F)F)Oc2ccccc2O1)N1CCCC1	0.1	2	·	·	2	3	-2	-2	0	·
COc1ccc(C)cc1NC(=O)CCNS(=O)(=O)c1ccc2c(c1)CC(C)N2C(C)=O (configuration not stated)	-0.1	17	9	-2	2	-6	·	-17	-5	-4
COc1ccc(C(=O)N2CCN(C3CCCCC3)CC2)cc1OC	0.0	-24	·	0	5	23	-1	24	5	0
O=C(COc1ccc2ccccc2c1)NCC1CCCO1 (configuration not stated)	1.5	-13	-8	-14	0	-18	-1	13	5	-1
CCOC(=O)c1sc(NC(=O)CSc2nccc(C)n2)nc1C	-1.4	-18	9	-7	-5	-14	5	18	-3	·
Cc1cccc(Nc2nnc(SCC(=O)c3c(N)n(C4CC4)c(=O)[nH]c3=O)s2)c1C	-1.8	-3	5	5	-2	-5	·	3	-3	4
CC(Oc1ccccc1)C(=O)Nc1nnc(S(=O)(=O)N2CCCCC2)s1 (configuration not stated)	-0.6	0	7	12	-1	5	6	0	21	-2
Cc1cc(C)cc(N(CC(=O)NCc2ccccc2)C(=O)CCC(=O)Nc2ccccn2)c1	-1.0	-1	1	7	-6	-9	·	1	-1	2
CN1CCN(CP(=O)(N2CCOCC2)N2CCOCC2)CC1	-1.6	-38	-2	4	2	-14	-2	38	-7	0
C=CCNC(=O)c1ccc2c3n(nc2c1)-c1ccccc1CO3	-3.6	6	30	·	11	-9	-9	-6	-16	·
O=C(O)c1cccc(Nc2ccc([N+](=O)[O-])cn2)c1	·	6	-13	-2	1	-11	-4	-6	16	0
CCn1c(SCC(=O)Nc2ccccc2)nnc1C1CCCCC1	1.1	-4	-14	-15	2	-1	-1	4	-2	-5

Next part:
SMILES	CAL PDZ FP-1	SR-BI DiI inh	MITF act	PfHsp90 set2	dFosB activator	PvdQ inh	CAL PDZ FP-2	SR-BI uptake up	Rtt109 Vps75	NSD2 HMT inh
Cc1cccc(-c2onc3ccc(C4(C)OCCO4)cc23)c1	-1.4	-27	-3	-25	-12	-1	-4	27	-1	-4
CCn1cnc2cc(NCc3ccc(Cl)cc3)ccc21	0.1	-1	61	10	-12	-2	-2	1	-1	14
c1ccc(CN2CCC(Nc3nc(-c4ccccc4)nc4ccccc34)CC2)cc1	-1.6	6	-7	23	-9	-9	-2	-6	-1	-2
COc1ccc(N=Cc2cc(Cc3ccccc3Cl)cc([N+](=O)[O-])c2O)cc1OC	-3.6	-22	-2	111*	-1	5	3	22	·	·
CN(C)c1cc[n+](CC(=O)Nc2cc(C(F)(F)F)ccc2Cl)cc1	-2.8	-5	-9	0	-14	8	-2	5	·	-2
COc1cc2c(cc1OC)C(C(C)C)=NC(C)(C)C2	-0.8	-22	-2	-1	0	11	-3	22	-260	-5

Not a retest: nine of the compounds above.
SMILES	CAL PDZ FP-1	SR-BI DiI inh	MITF act	PfHsp90 set2	dFosB activator	PvdQ inh	CAL PDZ FP-2	SR-BI uptake up	Rtt109 Vps75	NSD2 HMT inh
C=CCNC(=O)c1ccc2c3n(nc2c1)-c1ccccc1CO3	-3.6	6	30	·	11	-9	-9	-6	-16	·
O=C(O)c1cccc(Nc2ccc([N+](=O)[O-])cn2)c1	·	6	-13	-2	1	-11	-4	-6	16	0
CCn1c(SCC(=O)Nc2ccccc2)nnc1C1CCCCC1	1.1	-4	-14	-15	2	-1	-1	4	-2	-5
Cc1cccc(-c2onc3ccc(C4(C)OCCO4)cc23)c1	-1.4	-27	-3	-25	-12	-1	-4	27	-1	-4
CCn1cnc2cc(NCc3ccc(Cl)cc3)ccc21	0.1	-1	61	10	-12	-2	-2	1	-1	14
c1ccc(CN2CCC(Nc3nc(-c4ccccc4)nc4ccccc34)CC2)cc1	-1.6	6	-7	23	-9	-9	-2	-6	-1	-2
COc1ccc(N=Cc2cc(Cc3ccccc3Cl)cc([N+](=O)[O-])c2O)cc1OC	-3.6	-22	-2	111*	-1	5	3	22	·	·
CN(C)c1cc[n+](CC(=O)Nc2cc(C(F)(F)F)ccc2Cl)cc1	-2.8	-5	-9	0	-14	8	-2	5	·	-2
COc1cc2c(cc1OC)C(C(C)C)=NC(C)(C)C2	-0.8	-22	-2	-1	0	11	-3	22	-260	-5
